# Compound activity as filed in PubChem BioAssay.
# Pf gametocyte: late stage P. falciparum gametocyte viability inhibitors, primary screen, ATP luminescence, HTS | P. falciparum stage V gametocytes, 24 h | inhibition, % at 10.9 µM | actives 0.065% (n = 150,000);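 active = inhibition above the mean plus 3 SD of compounds within the control limits, set per campaign, cut at about 38% in these data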;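 note: 0% = DMSO wells and 100% = medium only without gametocytes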
# An asterisk follows results filed as active.
Structure	Pf gametocyte
CCCCN1C[C@H](C)[C@@H](CC(=O)NCc2ccccc2)C1=O	13.1
C[C@H](NC(=O)c1nc[nH]c1C(=O)N[C@@H](CCCCN)C(=O)OC(C)(C)C)C(=O)OCc1ccccc1	11.2
COc1ccc(S(N)(=O)=O)cc1-c1nnc2c3ccccc3c(C)nn12	-3.5
COc1ccc(-c2c(-c3ccsc3)oc3ccc(N4CCOCC4)cc23)cc1	-9.0
C[C@H]1CCC(=O)N([C@H](CSc2ccccc2)Cc2ccccc2)CC1	0.2
CC(C)(C)[C@@H]1COC(=O)[C@H](Cc2ccc(F)cc2)C/C=C\C[C@@H](CC(=O)NCCO)C(=O)N1	-1.6
COc1cccc(C(=O)NCCSCc2ccccc2Cl)c1	0.7
C=CCN(CC=C)Cc1c(O)ccc2c(=O)c(-c3ccccc3)coc12	-2.3
COc1ccc(C2=NOC(Cn3nc(-c4ccccc4)cc3C(=O)NCc3cccc(Br)c3)C2)cc1 (centres undefined)	9.1
CCOCCN1CCN(C2c3ccccc3CSc3ccccc32)CC1 (centres undefined)	-16.1
COc1ccc(-c2cc(C(=O)N(C)Cc3ccccc3)c3ccccc3n2)cc1	6.5
COc1cccc(C(=O)Nc2ccc3[nH]ncc3c2)c1	6.5
COc1ccccc1N1CCN(C(=O)c2cc3cc(Cl)ccc3[nH]2)CC1	-3.5
C=CCSc1nc2sc3c(c2c(=O)[nH]1)CC(C)(C)OC3	-23.0
C#CCN1C(=O)S/C(=C\c2cc3c(cc2OC)OCO3)C1=O	-18.0
Cc1cc(NC(=O)CCN2CCN(C)CC2)ccc1Br	2.3
COc1ccccc1C(=O)NCCCCNC(=O)c1ccccc1OC	8.6
Cc1cc(N(C)C(=O)c2ccc3c(c2)S(=O)(=O)c2cc(Cl)ccc2C3=O)c(C(F)(F)F)o1	7.1
O=S(=O)(Nc1ccccc1Cl)c1cccc2nsnc12	5.9
CC(=O)Nc1ccc(NC(=O)c2c([N+](=O)[O-])cnn2C)cc1	15.3
C[C@H](NC(=O)c1nc[nH]c1C(=O)N1CCN(C(=O)OC(C)(C)C)CC1)C(=O)OC(C)(C)C	-4.0
COC(=O)[C@]1(CC(C)C)N[C@H](c2ccc(-c3ccc(F)cc3)cc2)[C@@H]2C(=O)N(C)C(=O)[C@@H]21	13.5
O=C(O)c1cccc2c1C(=O)c1ccc(N3CCCC3)cc1S2(=O)=O	-13.2
CN(CCc1ccccc1)C1CCCN(S(=O)(=O)c2cccc(F)c2)C1 (centres undefined)	-13.2
COc1ccc(NC(=O)c2ccccc2NC(=O)C2CCCCC2C(=O)O)cc1 (centres undefined)	1.1
CC(C)(C)NC(=O)c1ccc2c(c1)C(=O)N(Cc1ccco1)C2=O	1.5
COc1ccc(NC(=O)CN2CCN(CC(=O)Nc3ccc(OC)cc3)CC2)cc1	-7.5
COc1ccc(N2CCN(C3CCCN(Cc4ccc(F)c(F)c4)C3)CC2)cc1 (centres undefined)	-13.4
COc1ccc(Br)cc1C(=O)NC(=S)Nc1c(C)n(C)n(-c2ccccc2)c1=O	-1.6
CC(C)C(=O)Nc1ccc(NC(=O)c2ccc3c(c2)OCO3)cc1	15.0
CCOC(=O)c1cnc2c(CC)cccc2c1NCCN1CCOCC1	-6.2
COc1ccc(-c2c(-c3ccc(C#N)cc3)oc(=O)c3cc(OC)c(OC)cc23)cc1	-3.4
CCOc1ccccc1NC(=O)c1ccccc1N(C)S(=O)(=O)c1ccc(C)cc1	-13.1
COc1ccc2sc(-c3ccc(N(C)C)cc3)c(-c3cnc(OC)nc3)c2c1	-1.6
O=C(O)C1=C[C@@H](c2ccccc2)C[C@@H](OCCCCO)O1	12.8
COc1ccc(OC)c(NC(=O)CCN2CCN(C)CC2)c1	5.8
CS(=O)(=O)N(CC(=O)N1CCCC1)Cc1ccc(Cl)c(Cl)c1	-16.8
C#CC(CCN1CCCCC1)(OC)c1ccccc1 (centres undefined)	11.3
O=[N+]([O-])c1ccccc1CNCCCCO	3.6
Cc1c(NC(=O)c2ccc(C(=O)Nc3c(C)n(C)n(-c4ccccc4)c3=O)cc2)c(=O)n(-c2ccccc2)n1C	-2.0
O=C(NNC(=O)c1ccc([N+](=O)[O-])cc1)c1ccc(F)cc1	12.4
CCOCCCNC(=O)Cn1cnc2c(cnn2-c2ccc(C)c(C)c2)c1=O	-13.0
CC(C)CC(CO)N1CCN(C(=O)c2ccc(Cl)cc2)CCC1=O (centres undefined)	8.3
Cc1ccc(S(=O)(=O)N2CCN(CCO)CC2)cc1-c1nnc2c3ccccc3c(C)nn12	10.6
O=C(C[C@H]1C/C=C\CC[C@H](Cc2ccc(F)cc2)C(=O)OCCNC1=O)NCCO	-8.4
Oc1ccc(Cl)cc1CNCc1ccc(F)cc1	-3.7
CC1(c2nnc(Cc3ccccc3)o2)CC(c2cccnc2)=NO1 (centres undefined)	11.9
C#CCOCCOCCOCCNc1nc(N2CCN(C(=O)[C@H]([C@@H](C)CC)n3cc(CCCCN)nn3)CC2)nc(N2CCN(C(=O)[C@H](C)n3cc(CCCN=C(N)N)nn3)CC2)n1	7.1
CCCCCn1c(=NC(=O)c2cccnc2)c(C#N)cc2c(=O)n3cccc(C)c3nc21	-13.4
COc1ccc(-c2oc3ccc(N4CCOCC4)cc3c2C#CC2(O)CCCCC2)cc1	-8.9
Cc1cccc(/N=C/c2ccccn2)n1	14.0
CC1Oc2ccccc2N(CC(=O)Nc2ccccc2F)C1=O (centres undefined)	4.7
O=C(CC12CC3CC(CC(C3)C1)C2)NC1CC1	13.9
O=[N+]([O-])c1ccccc1/C=N\N1CCN(Cc2ccccc2Cl)CC1	4.0
Oc1ccccc1-c1cc(-c2ccccc2)n[nH]1	-6.0
CCCNC(=O)C(Cc1ccc(C(F)(F)F)cc1)NC(=O)c1ccc(C#N)cc1 (centres undefined)	17.7
CCOC(=O)Cc1csc(NC(=O)CN2CCOCC2)n1	12.7
CC(=O)c1nn(-c2ccccc2)cc1C(=O)c1ccc(C)cc1	13.4
Cc1ccc(S(=O)(=O)Nc2ccc3c(c2)CC(=O)N([C@H](C)CO)C[C@@H](C)[C@H](CN(C)S(=O)(=O)c2ccccc2)O3)cc1	11.1
CNC(=O)c1[nH]cnc1C(=O)Nc1cccc(C)c1	-57.0

# More compounds.
Structure	Pf gametocyte
COc1ccc(Cl)cc1C(=O)Nc1ccncc1	-6.5
C#CCOCCOCCOCCNc1nc(N2CCN(C(=O)[C@H]([C@@H](C)CC)n3cc(CCCCN)nn3)CC2)nc(N2CCN(C(=O)[C@H]([C@@H](C)CC)n3cc(CCCN=C(N)N)nn3)CC2)n1	-0.4
COc1ccc(C(=O)Nc2nnc(-c3ccccc3)s2)cc1	-5.7
COC(=O)c1ccc(OC)c(CSc2nnc(-c3ccc(C)cc3)o2)c1	16.0
O=C(Nc1ccccc1)c1ccccc1NC(=O)c1ccccc1C(=O)O	-26.3
CC12CN(C(=O)c3cccc([N+](=O)[O-])c3)C3(C#N)CC1CCC23C (centres undefined)	14.2
O=C1CC2(CCCC2)Oc2ccccc21	-5.9
Cc1c[n+]([O-])cc(C)c1Oc1ccccc1	2.7
O=[N+]([O-])c1ccc(Cc2ccccn2)c([N+](=O)[O-])c1	-8.9
CCOC(=O)[C@H]1[C@H]2COc3ccc(Cl)cc3[C@@H]2N2C(=O)CN(CC3CCCO3)C(=O)[C@@]12C (some centres undefined)	-12.8
CC1CN(C(=O)/C=C/c2ccccc2Cl)CC(C)O1 (centres undefined)	3.1
CCOC(=O)C1=C(C)NC(=O)NC1/C=C\c1ccccc1 (centres undefined)	-6.4
CCC1Nc2ncnc(N3CCN(c4ccccn4)CC3)c2N(Cc2ccc(Cl)cc2)C1=O (centres undefined)	-14.7
CCOc1cccc(CN2CCCC(C(=O)c3cc(Cl)ccc3OC)C2)c1O (centres undefined)	-11.6
CCCOc1ccc(NC(=O)CCC(=O)NC(C)c2ccccc2)cc1 (centres undefined)	10.7
Cc1cc[n+](CC(=O)Nc2ccccc2)cc1	-6.6
CC(C)=CCN1CCN(CCCc2ccccc2)CC1CCO (centres undefined)	26.8
OCC[C@@H]1C[C@H](O)[C@@H](O)[C@@]2(CCCO2)O1	3.9
CC(C)C[C@@H](CO)N1CCNCCC1=O	-16.6
Clc1ccc(Nc2ccc3ccccc3n2)cc1	7.0
c1ccc(-c2ccccc2OCCN2CCCC2)cc1	7.4
CC(=O)c1ccc(OCCOc2ccc([N+](=O)[O-])cc2)cc1	16.8
CC(C)(C)n1ncc2c(=O)n(Cc3c(Cl)cccc3Br)cnc21	-11.0
CN(C)C1=NC[C@H](Cc2ccccc2)N1CCCCc1ccccc1	-7.0
CCOc1ccccc1N(CC(=O)Nc1ccccc1F)S(=O)(=O)c1ccccc1	3.8
O=C1CCC(C(=O)Nc2cccc(C(F)(F)F)c2)N1 (centres undefined)	7.8
COCCn1c(SCc2ccc(Cl)cc2)nc2c1c(=O)[nH]c(=O)n2C	-6.8
O=C(NCc1cccc(OC(F)(F)F)c1)c1ccc2c(c1)S(=O)(=O)c1cc(Cl)ccc1C2=O	3.8
CCOC(=O)/C(C(=Nc1ccccc1)Nc1ccccc1)=C(\C)O	-26.1
CC(=O)Nc1ccc(S(=O)(=O)NNC(=O)c2ccc([N+](=O)[O-])cc2)cc1	1.9

# Part of the list above, as labelled records:
smiles: O=[N+]([O-])c1ccc(Cc2ccccn2)c([N+](=O)[O-])c1
- Pf gametocyte: -8.9
smiles: CCOC(=O)[C@H]1[C@H]2COc3ccc(Cl)cc3[C@@H]2N2C(=O)CN(CC3CCCO3)C(=O)[C@@]12C (some centres undefined)
- Pf gametocyte: -12.8

# Later entries
Structure	Pf gametocyte
CC(C)(C)N1C(=O)c2ccc(C(=O)Nc3ccc(O)cc3)cc2C1=O	-27.4
COc1ccc(CN2CCC(Cc3ccccc3)CC2)cc1OC	7.4
CC1=C(C(=O)OCc2ccc([N+](=O)[O-])cc2)N2C(=O)C(NC(=O)Cc3ccccc3)C2SC1 (centres undefined)	6.0
Cc1cc2sc3ccc(C#CC4(O)CCCCC4)cc3c(=O)c2cc1C	4.0
Cc1cc2nnc(SCc3ccc4c(c3)OCO4)n2c2ccccc12	-0.7
COc1ccc(-c2c(-c3cc(OC)cc(OC)c3)n(C)c3ccc(-c4cnc(OC)nc4)cc23)cc1	-11.5
Cc1ccc2nc(SCC(=O)N/N=C/c3ccc(C(=O)O)cc3)cc(C)c2c1	-3.0
O=C(Nc1nnc(CCc2ccccc2)s1)c1cccc(F)c1	2.9
C=CCC1(CC=C)CCCN1C(=O)Cn1nnnc1CN(C)C(C)C	0.4
CCN1C(=NCCCCO)N[C@@H](c2cccc(C(F)(F)F)c2)C(C(=O)OC)=C1C	6.7
Cc1cc2oc(=O)ccc2cc1[N+](=O)[O-]	10.3
COCCN(CCOC)c1nc(-c2ccc([N+](=O)[O-])cc2)nc2ccccc12	16.7
C=CCn1c(CSCc2ccc(F)cc2)n[nH]c1=S	-3.6
COC(=O)[C@]1(C)N[C@H](c2ccc(-c3cccc(Cl)c3)c(OC)c2)[C@@H]2C(=O)N(C)C(=O)[C@@H]21	-2.8
CC(C)Oc1ccccc1/C=N/NC(=O)C1CC1	-11.3
O=C(NCc1ccccc1)c1cc2ccc(O)cc2oc1=O	-13.7
COC(=O)COc1ccc(C(=O)Cn2c(NCCCO)nc3ccccc32)cc1	-6.9
CS(=O)(=O)c1ccc(-c2nnn(CC(=O)N3CCCCC3)n2)cc1	11.8
COc1ccc(C(=O)CCc2ccccc2)c(O)c1	9.2
C=CC1=C2C=C(C3CC3)N(CCCN(CC)CC)C=C2C(=O)C(C)(OC(=O)c2ccco2)C1=O (centres undefined)	10.5
COc1ccc(NC(=O)N(C)C[C@H]2Oc3ccc(NC(=O)Nc4c(C)noc4C)cc3C(=O)N([C@H](C)CO)C[C@H]2C)cc1	-7.2
COc1cc(C2NC(=O)NC(C)=C2C(=O)OCC2CCCCC2)cc(Cl)c1O (centres undefined)	6.6
CCOc1ccc(C(=O)NCC(C)NC(=O)c2ccc(OCC)cc2)cc1 (centres undefined)	-10.8
CCOC(=O)c1ccccc1N=Cc1c(O)c2ccccc2oc1=O	8.5
Cc1ccc(CCC(=O)Nc2ccc(Br)cc2)o1	5.6
CC(C)C[C@@H](CSc1ccccc1)N1CCN(CCc2ccccc2)CCC1=O	6.5
COc1ccc(CCCC(=O)Nc2cc(C)ccc2OC)cc1	-3.0
CC(C)Oc1ccc(/C=C(\C#N)C(=O)NC2CC2)cc1	3.7
CCOC(=O)[C@@H]1[C@H]2COc3ccccc3[C@@H]2N2C(=O)N(c3ccc(Cl)cc3)C(=O)[C@]12C	-2.2
C=CC[C@@H](Cc1ccc(F)cc1)C(=O)OC[C@@H]1CCCN1C(=O)[C@@H](CC=C)CC(=O)N(CCO)Cc1ccccc1	14.7
CC(C)NC(=O)c1ccc(CN2CCc3ccccc3C2)cc1	-23.3
C[C@H](CO)N1C[C@H](C)[C@@H](CN(C)Cc2ccc(Oc3ccccc3)cc2)Oc2c(NC(=O)c3ccncc3)cccc2C1=O	0.6
O=C1CCC([N+](=O)[O-])C(c2cc(Br)ccc2F)N1 (centres undefined)	4.5
COC(=O)[C@H]1C[C@H](C(=O)O)[C@@H](C)C1(C)C	-11.0
Cc1ccnc(SC2CC(=O)N(c3ccc(Br)cc3)C2=O)n1 (centres undefined)	15.0
CS(=O)(=O)N(CC(=O)N1CCN(Cc2ccccc2)CC1)c1ccc(F)cc1	2.3
Cc1ccc(OCCCCNC(C)c2ccccc2)c(C)c1 (centres undefined)	-8.4
C=CC[C@@H](CC(=O)N[C@H](CO)Cc1ccccc1)C(=O)N[C@H](C)COC(=O)[C@@H](CC=C)CC(=O)OC(C)(C)C	12.3

# Some of the compounds tested; rates above refer to the full screens.
